# Screens deposited in PubChem by National Center for Advancing Translational Sciences (NCATS).
# D2 PAM = D2 dopamine receptor (human) potentiation | P14416 | HEK293 T-REx D2, calcium flux, EC20 dopamine potentiation | potentiation, % at 10 µM | 0.34% of 340,000 active;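 active = potentiation over 3 SD above the plate norm, cut at about 30% in these data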; also: 0% is about no effect
# Target sequence (P14416 whole entry, looked up): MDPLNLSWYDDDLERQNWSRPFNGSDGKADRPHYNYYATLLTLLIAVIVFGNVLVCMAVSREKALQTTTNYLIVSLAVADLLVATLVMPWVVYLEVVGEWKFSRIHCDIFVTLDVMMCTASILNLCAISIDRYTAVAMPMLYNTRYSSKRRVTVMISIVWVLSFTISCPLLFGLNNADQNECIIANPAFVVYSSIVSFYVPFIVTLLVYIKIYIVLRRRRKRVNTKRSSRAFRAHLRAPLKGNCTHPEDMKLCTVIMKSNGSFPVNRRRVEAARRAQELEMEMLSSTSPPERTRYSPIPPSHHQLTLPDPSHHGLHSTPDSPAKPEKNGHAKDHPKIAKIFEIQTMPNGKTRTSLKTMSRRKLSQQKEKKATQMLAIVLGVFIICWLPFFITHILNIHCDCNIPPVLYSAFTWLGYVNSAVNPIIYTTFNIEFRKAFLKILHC
#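 Potentiation of an EC20 dopamine calcium response measured kinetically over 180 s, after a preceding 180 s compound-only read flagging agonists. Cells: inducible Hek293 Trex D2 line, 4000/well, cultured overnight at 30 C before dye loading.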
# Glioma ERSR ind = inducers of ER stress response in human glioma cells. U87-MG GRP78 promoter luciferase reporter, 16 h. Potency, µM, inactives show at the highest dose activation, most hits filed as activators. 0.02% of 420,000 active. AID 602332; also: potency is read from the fitted curve at half-maximal effect; series mostly up to about 76 µM; % of control where 0% means no effect; nearly all actives have a fitted effect of over 35% in size
#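 Stably transfected U87-MG glioma cells carrying a GRP78-based luciferase sensor; 16 h compound incubation. Luminescence end-point read 10 min after Bright-Glo addition at room temperature.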
# D1 agonist = agonists of human D1 dopamine receptor. P21728. HEK293 T-REx D1 cells, calcium flux, agonist mode. activation, % at 2 µM. 1% of 360,000 active; in the data active = activation above about 30%; also: 0% is about no effect
#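 Inducible HEK293 T-REx D1 cells, force-coupled to calcium signalling, were plated at 4000 cells/well with tetracycline and held overnight at 30 C. After no-wash calcium dye loading, compound-evoked calcium rise over 180 s flagged agonists.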
# Vif-A3G inh = Vif-A3G binding inhibition; AID 602310; Potency, µM (series often up to 46.1 µM), for the others: at the top dose activity, negative = active, usual class: inhibitors; Q9HC16; HeLa A3G-eYFP + Vif (tagged APOBEC3G with the HIV-1 protein that degrades it), YFP fluorescence, overnight; 0.076% of 410,000 active;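 also: potency is read from the fitted curve at half-maximal effect; % is scaled to controls: 0 for no effect and ±100 for the full control effect; nearly all actives have a fitted effect of over 60% in size; hits raise eYFP signal because A3G escapes Vif-driven loss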
# Target sequence (Q9HC16 whole entry, looked up): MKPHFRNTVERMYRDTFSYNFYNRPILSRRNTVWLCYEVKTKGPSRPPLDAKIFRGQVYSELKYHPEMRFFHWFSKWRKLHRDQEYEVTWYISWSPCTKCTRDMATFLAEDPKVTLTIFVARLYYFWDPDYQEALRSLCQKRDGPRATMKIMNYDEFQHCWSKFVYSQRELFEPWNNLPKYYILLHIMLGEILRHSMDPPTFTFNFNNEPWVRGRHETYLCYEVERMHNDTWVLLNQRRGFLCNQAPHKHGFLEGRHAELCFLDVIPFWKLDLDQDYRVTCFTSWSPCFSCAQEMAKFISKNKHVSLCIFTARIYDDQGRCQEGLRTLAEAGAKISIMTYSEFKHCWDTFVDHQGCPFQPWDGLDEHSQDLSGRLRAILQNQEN
#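 Read-out is eYFP fluorescence (Ex 488/Em 500-530) from Vif-expressing HeLa A3G-eYFP cells; more signal means A3G escaped Vif-mediated degradation. Cells plated overnight, compound pinned in, incubated overnight at 37 deg C.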
# LDHA block = blocks human lactate dehydrogenase A | AID 1347041 | P00338 | activity change, % (values are at about 110 or 230 µM) | purified LDHA, NADH/diaphorase-resazurin fluorescence; hits give low values | 0.15% of 480,000 active; in the data active = activity change below about -30%; inconclusive = mostly about -25% to -30%;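 also: plate controls were DMSO wells for no effect and wells without enzyme for full effect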
#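 Remaining NADH was detected by diaphorase (0.133 mg/mL) converting 37 µM resazurin to fluorescent resorufin, read at 0 and 20 minutes. The preceding 5-minute room-temperature reaction used 2 nM LDHA, 0.2 mM sodium pyruvate and 0.06 mM NADH at pH 7.4.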
# RXFP1 agonist = agonists of human relaxin receptor RXFP1. Potency, µM (top dose mostly 57.5 µM), for the others: top-dose activation, hits mostly activators. AID 2676. 0.3% of 370,000 active. HEK293T-RXFP1 cAMP TR-FRET, 30 min; response scale: percent of porcine relaxin response, buffer zero; also: potency is read from the fitted curve at half-maximal effect; % is scaled to controls: 0 for no effect and ±100 for the full control effect; nearly all actives have a fitted effect of over 60% in size; many of its hits are not listed in these tables
#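 HEK293T cells stably expressing RXFP1 were pretreated with the PDE4 inhibitor Ro 20174, exposed to compounds for 30 min at 37C, lysed, and cAMP was read by TR-FRET. Data normalized to buffer (basal) and 29 nM porcine relaxin (100%).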
# D1 potentiator = enhances dopamine response at the human D1 receptor; P21728; HEK293 TREx D1 cells, calcium flux, dopamine EC20 potentiation; potentiation, % at 10 µM; 0.036% of 360,000 active; in the data active = potentiation above about 30%; also: 0% is about no effect
# Vif-APOBEC3F blk = Vif-A3F binding inhibition. HeLa A3F-eYFP + Vif (tagged APOBEC3F with the HIV-1 protein that degrades it), YFP fluorescence increase. AID 602313. Potency, µM (titrated, usually from 46.1 µM), without a hit: at the highest dose activity, negative = active. 0.2% of 390,000 active; also: potency is read from the fitted curve at half-maximal effect; % of control where 0% means no effect; nearly all actives have a fitted effect of over 65% in size
#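 HeLa cells stably expressing Vif plus C-terminally eYFP-tagged A3F were seeded, incubated overnight at 37 deg C, dosed with compound, incubated overnight again at 37 deg C. Yellow fluorescence (Ex 488/Em 500-530) reported blocked Vif-mediated A3F-eYFP degradation.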
# D1 antag = antagonists of human D1 dopamine receptor; P21728; HEK293 TREx D1 cells, calcium flux, dopamine EC80; hits give low values; activity change, negative = inhibition, % at 10 µM; 3.2% of 360,000 active; in the data active = activity change below about -30%; also: % is scaled to controls: 0 for no effect and ±100 for the full control effect
#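 Tetracycline-induced HEK293 T-REx cells with force-coupled D1 receptor were loaded with a no-wash calcium dye. Compound was added after a 10 s baseline and read kinetically for 180 s; EC80 dopamine was then added and calcium flux followed another 180 s.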
# Numbers without * were called inactive; ? = inconclusive; nt = not tested or not shown; & = joins results of further samples. Unless noted, calls follow the shape of the dose curve; as a rule, active = well fitted curve in the direction sought with a large enough effect; inconclusive = small, poorly fitted or top-dose-only effect, or another doubt; inactive = no such curve, though single readings can be large; an effect the other way counts as inactive or inconclusive. These rows are one share of the data (hit frequency here may not be typical).
mol	D2 PAM	Glioma ERSR ind	D1 agonist	Vif-A3G inh	LDHA block	RXFP1 agonist	D1 potentiator	Vif-APOBEC3F blk	D1 antag
CCOC(=O)c1ccc(CN(Cc2ccc(F)cc2)S(=O)(=O)c2ccc(F)c(C(=O)Nc3ccccc3C(F)(F)F)c2)cc1	7	-1%	11	3%	-6	2.8%	0	1%	-5
COC(=O)c1ccc(NC(=O)CSc2nc(=O)n3cccc(C)c3n2)cc1	-3	-6%	0	0%	-3	6.0%	3	-3%	16
OCc1ccccc1O[C@@H]1O[C@H](CO)[C@@H](O)[C@H](O)[C@H]1O	7	-2%&-5%	3	-1%	1	1.4%	-2	-4%	2
CN(c1ccccc1)S(=O)(=O)c1cccc(NC(=O)Cn2cnc3ccccc3c2=O)c1	-3	-4%	3	-3%	-1	2.8%	0	0%	-5
CC(=O)c1cccc(NC(=O)c2oc(C)nc2C)c1	0	-2%	1	0%	-5	1.1%	0	-3%	0
S=c1[nH]cnc2sc(-c3ccccc3)cc12	11	13%	7	-4%	-5	?	-2	5.6µM*	-5
CCc1nnc(NC(=O)c2nc(SCc3ccc(F)cc3)ncc2Cl)s1	1	2%	-2	-9%	0	-0.3%	-2	?	7
NC(=O)c1c(NC(=O)c2noc3c2CCCC3)sc2c1CCCC2	7	2%	-3	5%	3	1.4%	2	-2%	8
Cc1ccccc1CSc1ncc(CO)n1Cc1ccc(F)cc1	-1	-5%	2	1%	9	-0.7%	-1	6%	-1
Cc1ccc(C(=O)N2CCN(c3ccc(NC(=O)COc4ccccc4C)cc3)CC2)cc1	3	-5%	-1	0%	0	-1.0%	-7	-3%	nt
Oc1ccc(/C=N/Nc2cc(N3CCOCC3)nc(N3CCOCC3)n2)cc1O	10	3%	1	-11%	19	-2.1%	-14	3%	-6
COc1ccc([N+](=O)[O-])cc1NC(=O)COC(=O)C12CC3CC(CC(O)(C3)C1)C2	nt	-5%	nt	1%	-9	nt	nt	-10%	nt
CC(=O)NC(Cc1cnc[nH]1)C(=O)O (centres undefined)	3	-3%	2	3%	-5	1.9%	3	-5%	-1
Cc1nnc(NC2=NCCC2)o1	-3	-5%	6	1%	-3	1.1%	0	4%	5
N#C/C=C(/c1ccc(F)cc1)N1CCOCC1	1	-7%	6	-1%	-4	0.7%	3	8%	4
CC(C)(C)OC(=O)N1CCC(C(=O)N2CCOCC2)CC1	3	-2%	2	1%	-3	1.2%	7	1%	-2
O=C(Nc1ccc(C(F)(F)F)cc1)c1ccccc1Br	16	8%	4	1%	-3	0.4%	-7	-11%	-38*
CCN(/C=N/c1sc2c(c1C#N)CC(C)(C)NC2(C)C)CC	nt	-1%	-1	1%	-5	0.0%	-4	0%	-13
COc1ccc(CC(=O)N2N=C(C)CC2(O)c2cccnc2)cc1 (centres undefined)	9	-5%	-3	0%	-4	-1.5%	-5	-4%	7
O=S(=O)(Nc1cccc(Cl)c1)c1cccc(-n2cnnn2)c1	nt	-5%	nt	-9%	-1	nt	nt	5%	nt
O=C(CNC(=O)c1ccco1)OCc1ccccc1F	nt	0%	nt	0%	-8	nt	nt	-3%	nt
C=CCN(CC=C)c1cnn(-c2nc3ccccc3[nH]2)c(=O)c1Cl	nt	-2%	-3	2%	3	1.9%	1	-7%	0
COc1cccc(-c2nc(N3CCN(c4ccccc4)CC3)c3ccccc3n2)c1O	11	-5%	8	-3%	-1	-1.0%	-4	-11%	2
Cc1cc(C(=O)Nc2c(F)cc(F)cc2Br)c(C)o1	20	-3%	0	0%	-6	-2.4%	-3	3%	-12
Cc1ccc(N/C(CSC(N)=O)=N\S(=O)(=O)c2ccc(C)cc2)cc1	2	-3%	0	1%	-9	1.2%	-2	-4%	-9
O=C(NCCc1cn2ccccc2n1)c1ccccc1F	-1	3%	5	2%	0	0.7%	-3	0%	-8
CCc1c(C(=O)Nc2ccncc2)csc1C	5	4%	7	0%	1	-0.5%	-6	-1%	-1
Cc1cn(C2CCCCO2)c(=O)nc1NO (centres undefined)	nt	-1%	nt	0%	8	nt	nt	12%	nt
COc1cc(C2C(C#N)=C(N)OC3=C2C(=O)CC(C)(C)C3)cc2c1OCO2 (centres undefined)	nt	-5%	nt	-1%	11	nt	nt	-8%	nt
Cc1ccc(C(=O)Nc2c(C)cc(C)c3cccnc23)cc1	4	-2%	3	-6%	1	-0.7%	4	0%	-2
CC(=C/c1ccco1)/C=N/NC(=O)c1ccncc1	-15	-1%	3	-4%	9	0.1%	2	-6%	41
CSCC[C@H](NC(=O)c1cccc(S(=O)(=O)N2CCN(C)CC2)c1)c1nc2ccccc2[nH]1	nt	-2%	nt	1%	3	nt	nt	-1%	nt
O=C(Cc1ccc(Cl)cc1)N/N=C/c1c(Cl)cccc1Cl	6	-2%	1	-1%	-1	3.8%	-4	0%	-9
CN(C)C=NC(=O)c1cc2c(n(-c3ccccc3)c1=O)CC(C)(C)CC2=O	0	-2%	2	-1%	-4	7.7%	1	4%	7
COc1ccc(C(=O)CSc2nnc(CNC(=O)c3ccccc3F)n2C)cc1OC	nt	-4%	-1	4%	-13	-2.7%	-8	2%	11
CCOC(=O)c1ccccc1NC(=O)CN1C(=O)CC(c2ccccc2)Sc2ccccc21 (centres undefined)	-1	0%	2	-3%	-6	2.1%	-6	-5%	10
CC1CN(C(=O)c2cc(-c3ccc(Cl)s3)nc3ccccc23)CC(C)O1 (centres undefined)	10	-3%	1	-1%	-5	4.5%	-3	0%	-7
COc1ccc(OC)c(CCNC(=O)c2c(C)nn(-c3ccc(F)cc3)c2-n2cccc2)c1	2	-4%	3	-2%	-1	-0.6%	-1	-1%	-13
CC1=C(C)CC(C(=O)NCc2ccc3c(c2)OCO3)C(C(=O)O)C1 (centres undefined)	-17	-5%	5	-2%	-5	0.7%	9	-11%	5
CCc1ccc(C2=CC(c3c(F)cccc3Cl)n3c(nc4ccccc43)N2)cc1 (centres undefined)	nt	-4%	39*	?	-6	8.4%	-1	?	-8
CCN(Cc1cccc(OC)c1)CC1CCCN(CCc2cccc(OC)c2)C1 (centres undefined)	-16	-4%	8	0%	-3	0.6%	-8	-1%	-39*
Cc1ccc(C)c(-c2csc(-c3cccnc3)n2)c1	-1	9%	-1	-13%	0	5.9%	0	0%	6
CCC(NC(=O)CNC(=O)c1ccc2c(c1)OCO2)c1ccc(Br)cc1 (centres undefined)	-10	-3%	8	1%	-3	-1.1%	-2	4%	-20
COCCN(C(=O)CSc1nnc(C)n1Cc1ccccc1)c1c(N)n(CC(C)C)c(=O)[nH]c1=O	-4	-2%	-3	4%	-5	1.5%	-1	3%	-28
COc1cc(C2c3cc4c(cc3OC(NCc3ccccc3)C2C)OCO4)cc(OC)c1OC (centres undefined)	nt	-7%	nt	?	-8	nt	nt	1%	nt

# Part of the list above, showing only Vif-APOBEC3F blk and D1 agonist.
compound	Vif-APOBEC3F blk	D1 agonist
C=CCN(CC=C)c1cnn(-c2nc3ccccc3[nH]2)c(=O)c1Cl	-7%	-3
CN(c1ccccc1)S(=O)(=O)c1cccc(NC(=O)Cn2cnc3ccccc3c2=O)c1	0%	3

# Additional records
mol	D2 PAM	Glioma ERSR ind	D1 agonist	Vif-A3G inh	LDHA block	RXFP1 agonist	D1 potentiator	Vif-APOBEC3F blk	D1 antag
CCC(c1nnnn1C(C)(C)C)N1CCN(Cc2ccccc2OC)CC1 (centres undefined)	-9	-1%	3	0%	0	3.5%	-7	-8%	-1
COc1ccc(Nc2nnc(SCC(=O)N3CC(=O)Nc4ccccc43)s2)cc1	7	0%	0	6%	-5	-2.2%	-5	-7%	-13
COC(=O)/C=C\C(=O)Nc1cccc([N+](=O)[O-])c1	-3	-14%	2	-19%	-9	-0.8%	-2	0%	17
Cc1onc(-c2ccccc2)c1C(=O)N1CCN(C)CC1	6	-5%	2	-1%	-7	0.4%	-8	0%	8
Cc1ccc(NC(=O)CSc2nc(-c3cccs3)nc3cc(=O)[nH]n23)cc1C	-14	-2%	2	-14%	-4	8.8%	-3	1%	-6
CC12CCC(=O)N1C(C(=O)Nc1nc3c(F)cc(F)cc3s1)CS2 (centres undefined)	1	-3%	6	-5%	4	3.6%	5	-9%	14
COc1ccccc1C(=O)NNC(=O)c1ccc(NS(=O)(=O)c2cccs2)cc1	-5	-1%	7	-2%	-1	2.4%	-6	-4%	7
Cc1cc(NC(=O)NC(=O)c2ccccc2NC(=O)CN)ccc1Oc1ncc(Br)cn1	nt	-3%	nt	?	-5	nt	nt	1%	nt
CC1(C)Cc2ccccc2-c2nc3n(c(=O)c21)CCCS3	0	-3%	0	-1%	-9	3.8%	3	0%	2
CN1CCS/C1=C/C=C1\SC(=S)N(CC(=O)O)C1=O	3	-5%	42*	8%	7	2.9%	-4	?	9
Cc1ccc(S(=O)(=O)NCCOc2nc(N3CCOCC3)nc(N3CCOCC3)n2)cc1	-6	-2%	0	-4%	8	0.1%	0	-3%	15
CCCNC(=O)C(Cc1ccc(I)cc1)NC(=O)c1ccc(C#N)cc1 (centres undefined)	-3	-4%	-3	4%	-8	0.1%	-1	2%	nt
CCN1CCN(C(=S)Nc2ccc3nc4n(c(=O)c3c2)CCCCC4)CC1	10	2%	36*	0%	-5	4.5%	-4	?	-2
CCCc1cc(=O)oc2c(C)c(OCC(=O)NCc3ccccn3)ccc12	-6	-7%	1	0%	-2&5	?	9	2%	6
COc1ccc(CNS(=O)(=O)c2ccc3oc(C(=O)O)c(C)c3c2)cc1	14	-5%	-1	2%	-2	-3.4%	-1	2%	-5
CCCCC1N2CC3([N+](=O)[O-])CN1CC([N+](=O)[O-])(C2)C3(C)C (centres undefined)	0	-4%	-1	0%	-1	0.2%	-3	-8%	-5
